Assay outcomes (PubChem)
PfHsp90 yeast 2: inhibits growth of yeast expressing Plasmodium falciparum Hsp90 | S. cerevisiae expressing PfHsp90, BacTiter-Glo ATP, 48 h; yeast lacking PDR1 and PDR3 efflux regulators | inhibition, % at 9.4 µM | hit rate 0.32% among 310,000 | AID 504621;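 active = every replicate shows inhibition above about 80%, whatever the replicate mean, limit read from the data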;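 also: 0% = DMSO neutral controls and 100% = 20 µM radicicol positive controls; yeast relying on Plasmodium falciparum Hsp90 in place of its own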
Pemphigus Ab inh: blocks pemphigus antibody binding to human desmoglein-3; P32926; DSG3-coupled beads, scFv-anti-DSG3-GFP binding, flow cytometry; active compounds read low; binding (percent of control), % at 10 µM; hit rate 0.48% among 310,000;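 active = binding more than 3 SD below its plate's average and above zero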;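 also: hits lower antibody fragment binding to DSG3; some compounds called inactive have numbers as strong as hits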
Arr AP2 block: human beta-arrestin and AP2 interaction inhibition; FITC-arrestin peptide / GST-AP2 beads, flow cytometry; AP2 beta2 appendage carries R879A mutation; inhibition, % at 10 µM; hit rate 0.31% among 340,000; AID 504490;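 active = inhibition above a set limit, near 3 SD of compounds lacking own fluorescence, cut at about 54% in these data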;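 also: plate controls were DMSO wells for no effect and 5 µM unlabelled arrestin peptide for full effect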
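Material – GST-tagged AP2 beta2-adaptin appendage (R879A) on 4 µm glutathione beads · Probe or stimulus – fluorescein-tagged arrestin peptide at 50 nM final · Timing – 12 min plus 1 h, RT · Detection – bead flow cytometry, FITC channel · Read-out basis – inhibition as reduced fluorescein signal on beads, percent · Medium – PBS plus Tween 20 (0.05%) and BSA (0.1%)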
MOR-DOR inv ag: inverse agonists of human mu-delta opioid receptor heterodimerization | cell-based MOR-DOR heterodimer luminescence, inverse agonism | inhibition, % at 9.3 µM | hit rate 0.21% among 340,000; in the data active = inhibition above about 22%, passing the limit was not always enough;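 also: 0% = cells with DMSO and 100% = wells without cells with DMSO; values of inactives mirror those of a sister screen read the other way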
Target sequence (P35372 whole entry, looked up): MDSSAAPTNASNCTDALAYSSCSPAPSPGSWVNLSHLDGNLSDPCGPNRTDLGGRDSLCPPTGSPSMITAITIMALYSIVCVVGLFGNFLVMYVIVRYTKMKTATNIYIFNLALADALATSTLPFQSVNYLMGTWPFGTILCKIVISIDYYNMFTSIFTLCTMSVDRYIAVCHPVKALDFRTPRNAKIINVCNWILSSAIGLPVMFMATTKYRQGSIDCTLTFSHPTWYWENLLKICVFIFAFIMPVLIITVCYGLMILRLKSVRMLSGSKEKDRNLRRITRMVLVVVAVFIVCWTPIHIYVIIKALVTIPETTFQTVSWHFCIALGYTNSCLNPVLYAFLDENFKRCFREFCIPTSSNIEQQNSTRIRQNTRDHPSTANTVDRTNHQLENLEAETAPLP
Target sequence (P41143 whole entry, looked up): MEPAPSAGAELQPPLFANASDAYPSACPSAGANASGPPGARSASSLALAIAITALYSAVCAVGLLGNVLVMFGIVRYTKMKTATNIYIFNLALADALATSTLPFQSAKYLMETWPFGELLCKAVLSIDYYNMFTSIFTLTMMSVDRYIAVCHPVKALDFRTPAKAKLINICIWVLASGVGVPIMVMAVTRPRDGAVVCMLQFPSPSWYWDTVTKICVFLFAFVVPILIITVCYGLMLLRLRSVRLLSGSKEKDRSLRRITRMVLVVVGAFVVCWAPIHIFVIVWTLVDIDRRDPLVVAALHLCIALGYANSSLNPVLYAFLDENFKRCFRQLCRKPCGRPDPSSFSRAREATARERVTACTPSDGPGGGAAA
PKA-R1A activ: activators of PKA-R1A complex; P00514+P68181; activation, % at 11.4 µM; hit rate 0.083% among 340,000; PKA-R1A dissociation, Cy5-IP20 fluorescence polarization; scaled: DMSO 0%, 113 µM cGMP 100%; AID 504707;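 active = percent activation above the mean of all tested compounds plus 3 SD, cut at about 19% in these data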;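 also: higher means more PKAc released from R1A so a rise in polarization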
phage Ecoli inh: E. coli growth loss with phage present | hit rate 0.26% among 360,000 | growth absorbance | inhibition, % at 11.9 µM; in the data active = inhibition above about 11%
Tat export inh: E. coli Tat transport inhibition | E. coli MC4100 TorA-mCherry Tat export, fluorescence | inhibition, % at 10 µM | hit rate 0.036% among 340,000 | AID 488895;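 active = mean replicate inhibition at least 50% and at least half of replicates individually reaching 50%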;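 also: exported cargo escapes ClpAP degradation while cytoplasmic cargo is degraded and loses fluorescence; 0% = median of neutral control wells and 100% = median of NaSCN control wells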
SUMO Mot1 rescue: blocks SUMOylation pathway, rescuing yeast Mot1-301 growth; growth rescue, % at 18.8 µM; AID 2716; S. cerevisiae Mot1-301 growth rescue, ATP luminescence, 38.5C; percent above DMSO median, 100 means doubled; hit rate 1% among 320,000;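 active = every valid replicate shows activation above 250% relative to neutral control wells; inactive = the rest, any valid replicate at or below 250%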;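 also: OY570 slx delta 5 strain wells were the positive control but not used for scaling; some compounds called inactive have numbers as strong as hits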
E coli growth: reduces bacterial viability in AddAB counter-screen | inhibition, % at 11.9 µM | E. coli V3065 growth, OD600 absorbance, 18 h | hit rate 0.27% among 330,000;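 active = inhibition above the campaign's mean inhibition across all tested compounds plus 3 SD, cut at about 9.9% in these data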;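 also: uninfected addAB+ strain grown without phage in ampicillin broth; 0% = DMSO wells and 100% = ciprofloxacin 0.95 µg/ml wells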
AddAB inh: less growth of phage-infected E. coli with AddAB; E. coli expressing H. pylori AddAB, absorbance growth; inhibition, % at 11.9 µM; hit rate 0.29% among 330,000; AID 435030; in the data active = inhibition above about 12%;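 also: 0% = vehicle wells of infected cells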
OPRM1-OPRD1 ag: agonists of human mu-delta opioid receptor heterodimerization; P35372+P41143; cells, OPRM1-OPRD1 heterodimerization, luminescence; activation, % at 9.3 µM; hit rate 0.3% among 340,000; in the data active = activation above about 18%;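 also: 0% = vehicle-treated cells and 100% = reference agonist; values of inactives mirror those of a sister screen read the other way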
An asterisk follows results filed as active; . = no result given.

1) CC1CCCC(NC(=O)CN2CCN(S(=O)(=O)c3ccc(Br)s3)CC2)C1C (stereo not drawn)
2) COc1cccc(O)c1CN1CCC(Oc2ccc(C(=O)NCc3ccccn3)cc2)CC1
3) C/C(=N\Nc1ccc(Cl)c(C(=O)O)c1)c1ccccn1
4) NC(=O)c1ccc(Oc2ccc3ccc(=O)oc3c2)c([N+](=O)[O-])c1
5) Cc1c(C)n(CCc2ccccc2)c2ncnc(NN)c12
6) CC1C(=O)Nc2ccc(S(=O)(=O)Nc3ccccc3Br)cc2NC1=O (stereo not drawn)
7) Cc1ccccc1CS(=O)(=O)CCC(=O)NCc1ccc(F)cc1Cl
8) Cc1cc(OC(C)C(=O)NCC2CCC(C(=O)O)CC2)c2c(C)c(C)c(=O)oc2c1 (stereo not drawn)
Assay by compound,1,2,3,4,5,6,7,8
PfHsp90 yeast 2,.,-1,-21,-2,14,30,-12,-14
Pemphigus Ab inh,99,96,99,104,97,99,99,.
Arr AP2 block,64*,-9,-2,-15,-17,-5,6,-7
MOR-DOR inv ag,-2,15,16,1,12,1,10,16
PKA-R1A activ,-5,2,7,-8,-12,-3,1,7
phage Ecoli inh,-0.3,1.2,0.9,2.7,0.9,1.8,2.0,4.3
Tat export inh,-5,-4,-4,0,14,-8,-4,2
SUMO Mot1 rescue,.,3,-12,4,163,4,0,29
E coli growth,.,2.4,0.0,3.9,0.2,1.0,-0.4,-3.7
AddAB inh,.,2.9,-0.2,0.4,1.1,-2.9,2.2,1.3
OPRM1-OPRD1 ag,0.3,-2.8,-3.0,-0.1,-2.7,-0.1,-2.0,-3.1

9) Cc1cccc(CSc2ncnc3c2cnn3Cc2ccccc2)c1
10) O=C(O)C(=Cc1ccccc1[N+](=O)[O-])c1ccccc1
11) CCC(C)(C)C1CCC(=NNC(=O)c2ccoc2C)CC1 (stereo not drawn)
12) Cn1c(SCC(=O)NC(=O)NCc2ccccc2)nnc1C(F)(F)F
13) O=C(CNC(=O)c1ccc(Cl)cc1Cl)Nc1ccc(F)cc1
14) COc1ccc(-c2noc(CCC(=O)NCc3cccnc3)n2)cc1OC
15) CCOc1cccc(NC(=O)/C(C#N)=C\c2cccnc2)c1
16) CC(C)c1nc(C(=O)N2CCc3c([nH]c4ccccc34)C2c2ccccn2)cs1 (stereo not drawn)
Assay by compound,9,10,11,12,13,14,15,16
PfHsp90 yeast 2,-4,-23,4,-7,-40,.,1,-21
Pemphigus Ab inh,.,96,86,84,107,.,116,103
Arr AP2 block,-4,21,-12,-10,-6,6,3,33
MOR-DOR inv ag,-10,9,10,3,-19,-2,0,.
PKA-R1A activ,-14,-2,9,-4,13,5,1,.
phage Ecoli inh,2.6,4.6,0.9,1.4,0.6,0.8,4.3,2.5
Tat export inh,0,-3,-4,8,2,7,-7,4
SUMO Mot1 rescue,-3,.,2,-9,-1,-2,-11,-20
E coli growth,1.0,.,-0.7,-1.4,1.0,-0.2,-3.3,-0.6
AddAB inh,4.2,.,2.6,1.8,-0.7,2.1,0.2,0.0
OPRM1-OPRD1 ag,1.9,-2.2,-1.7,-0.8,3.7,0.3,0.0,.

17) CCCn1c(CN(C)Cc2ccccc2)nc2c1c(=O)n(C)c(=O)n2C
18) CCCOc1cccc(-c2cc(-c3n[nH]c(=S)n3CC)c3ccccc3n2)c1
19) Cn1c(=O)c2ccccc2n(CC(=O)Nc2ccc3c(c2)OCCO3)c1=O
20) N#Cc1c(NCc2ccccc2)ccnc1Cl
21) CCOC(=O)C1CCCN(C(=O)COc2ccc(C(=O)c3ccc(F)cc3)cc2)C1 (stereo not drawn)
22) CC1CCCN(C(=O)Nc2ccc(Br)cc2Cl)C1 (stereo not drawn)
23) CCCOc1ccccc1N/C(=N\S(=O)(=O)c1ccc(C)cc1)Nc1nc(C)cc(C)n1
24) CCC1CCCCN1S(=O)(=O)c1ccc(S(=O)(=O)N2CCN(S(=O)(=O)CC)CC2)cc1 (stereo not drawn)
Assay by compound,17,18,19,20,21,22,23,24
PfHsp90 yeast 2,.,-3,5,-12,-2,15,-21,-12
Pemphigus Ab inh,92,107,115,98,.,88,106,98
Arr AP2 block,7,23,2,-7,3,2,14,-4
MOR-DOR inv ag,-2,-34,3,15,3,12,14,-9
PKA-R1A activ,2,-7,-3,10,0,2,-6,-2
phage Ecoli inh,0.8,2.1,2.1,-1.2,1.9,3.9,1.6,2.2
Tat export inh,-3,9,-7,5,3,-2,-12,-2
SUMO Mot1 rescue,-6,.,1,-8,-2,-2,-7,-9
E coli growth,0.3,3.1,-1.4,-0.8,-0.8,0.9,0.4,-1.9
AddAB inh,1.4,2.7,-0.2,0.6,-0.5,4.4,0.8,1.2
OPRM1-OPRD1 ag,0.3,6.2,-0.6,-3.0,-0.7,-1.9,-2.3,1.5

25) C=CCC[C@@H](Cc1ccc(F)cc1)C(=O)OC[C@H](C)NC(=O)[C@H](CC=C)CC(=O)N(CCO)Cc1ccccc1
26) CN(C)C(=O)c1ccc(NC(=O)COC(=O)/C=C/c2cccs2)cc1
27) O=C1C2CCCN2C(c2cccs2)N1c1ccc(Cl)cc1 (stereo not drawn)
28) O=[N+]([O-])c1cccc2ccc(/C=C/c3ccc(C(F)(F)F)cc3)nc12
29) Cc1cc(F)ccc1S(=O)(=O)Nc1nc2ccccc2nc1Cl
30) O=C(NC(=O)c1ccccc1)OCC(F)(F)F
31) Fc1ccc(NC(=S)N2CCOCC2)c(F)c1
32) CN1CCN(C(=O)CCN2C(=O)/C(=C\c3ccc(Cl)cc3Cl)SC2=S)CC1
Assay by compound,25,26,27,28,29,30,31,32
PfHsp90 yeast 2,4,.,-8,-2,-88,-27,-1,0
Pemphigus Ab inh,101,100,106,114,.,101,109,103
Arr AP2 block,.,5,-2,-3,-1,10,8,6
MOR-DOR inv ag,-5,4,11,10,-11,5,8,-4
PKA-R1A activ,-6,1,-6,-3,-3,1,-3,1
phage Ecoli inh,3.3,1.1,2.8,2.1,2.7,0.6,-3.3,1.9
Tat export inh,18,-4,-3,1,-7,1,-6,7
SUMO Mot1 rescue,7,102,-10,6,-14,2,-19,27
E coli growth,-3.8,2.7,1.9,2.0,0.0,1.7,2.1,1.6
AddAB inh,-1.2,1.4,1.4,1.0,4.5,5.1,-2.0,-0.6
OPRM1-OPRD1 ag,0.8,-0.8,-1.8,-2.0,1.4,-0.8,-2.0,0.7

33) COC(=O)[C@H](Cc1ccccc1)NC(=O)C1(OC(C)=O)CC(OC(C)=O)C(OC(C)=O)C(OC(C)=O)C1 (stereo partly drawn)
34) COc1ccccc1NC(=O)N1CCN(S(C)(=O)=O)CC1
35) O=C(Cn1c(=O)[nH]c2sc3c(c2c1=O)CCCC3)NCC1CCCO1 (stereo not drawn)
36) CC(c1ccccc1)N1C(=O)NC(NC(=O)C(C)(C)C)(C(F)(F)F)C1=O (stereo not drawn)
37) CN(C)c1ccc(C(=O)Nc2cccc(S(=O)(=O)NC3=NCCCCC3)c2)cc1
38) CN(C(=O)COC(=O)C12CC3CC(CC(C3)C1)C2)c1c(N)n(Cc2ccccc2)c(=O)[nH]c1=O
39) COc1ccc(S(=O)(=O)NCC2CCCN(C(=O)c3cccnc3)C2)cc1 (stereo not drawn)
40) O=C(N/N=C/c1ccc2c(c1)OCO2)c1cccs1
Assay by compound,33,34,35,36,37,38,39,40
PfHsp90 yeast 2,-10,-29,4,20,-4,.,5,-20
Pemphigus Ab inh,90,98,97,.,.,104,102,92
Arr AP2 block,18,-1,-4,0,-3,14,-11,22
MOR-DOR inv ag,13,18,8,16,18,13,12,-5
PKA-R1A activ,-9,-9,-14,9,-8,12,-12,-7
phage Ecoli inh,3.0,2.3,1.6,-0.3,-0.2,1.8,3.8,0.9
Tat export inh,10,-5,-3,-1,9,-9,0,0
SUMO Mot1 rescue,-17,-17,241,9,-11,-9,-8,2
E coli growth,2.6,0.4,-0.8,-0.4,1.6,2.3,-0.2,-1.8
AddAB inh,1.5,3.9,0.0,-0.7,-1.1,1.5,1.0,2.8
OPRM1-OPRD1 ag,-2.7,-3.5,-1.5,-3.0,-4.3,-3.3,-2.2,0.7

Rewritten with each value named: entries from further up
40	O=C(N/N=C/c1ccc2c(c1)OCO2)c1cccs1
  PfHsp90 yeast 2 = -20; Pemphigus Ab inh = 92; Arr AP2 block = 22; MOR-DOR inv ag = -5; PKA-R1A activ = -7; phage Ecoli inh = 0.9; Tat export inh = 0; SUMO Mot1 rescue = 2; E coli growth = -1.8; AddAB inh = 2.8; OPRM1-OPRD1 ag = 0.7

39	COc1ccc(S(=O)(=O)NCC2CCCN(C(=O)c3cccnc3)C2)cc1 (stereo not drawn)
  PfHsp90 yeast 2 = 5; Pemphigus Ab inh = 102; Arr AP2 block = -11; MOR-DOR inv ag = 12; PKA-R1A activ = -12; phage Ecoli inh = 3.8; Tat export inh = 0; SUMO Mot1 rescue = -8; E coli growth = -0.2; AddAB inh = 1.0; OPRM1-OPRD1 ag = -2.2

(further entries)
41) O=C(Nc1ccc(Br)cc1)c1ccc(N2C(=O)C3CC=C(Cl)CC3C2=O)cc1 (stereo not drawn)
42) C=CCc1ccc(OC(=O)c2ccccc2)c(OC)c1
43) Cc1nc2cc(Cl)c(Cl)cc2n1-c1ccccn1
44) CCOC(=O)c1c(C)nc(-c2ccccc2)nc1NC(=O)C(C)C
Assay by compound,41,42,43,44
PfHsp90 yeast 2,-19,-10,-11,5
Pemphigus Ab inh,92,104,106,104
Arr AP2 block,-7,-10,-1,7
MOR-DOR inv ag,-2,-15,12,11
PKA-R1A activ,-1,-5,-4,-6
phage Ecoli inh,1.7,7.5,1.5,1.3
Tat export inh,-4,-4,3,16
SUMO Mot1 rescue,235,16,2,14
E coli growth,-2.3,0.8,0.0,1.4
AddAB inh,2.0,3.9,1.8,0.0
OPRM1-OPRD1 ag,0.5,3.0,-2.7,-2.1
